OX1R antag: blocks the human orexin 1 receptor; AID 485270; inhibition, % at 6.6 µM; O43613; 1.8% of 330,000 active; OX1R-expressing cells, FRET antagonist read-out; in the data active means inhibition mostly above about 38%, no sharp cut-off; inactive means mostly below about 40%;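 further: 0% = agonist challenge alone and 100% = reference antagonist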
Target sequence (O43613 whole entry, looked up): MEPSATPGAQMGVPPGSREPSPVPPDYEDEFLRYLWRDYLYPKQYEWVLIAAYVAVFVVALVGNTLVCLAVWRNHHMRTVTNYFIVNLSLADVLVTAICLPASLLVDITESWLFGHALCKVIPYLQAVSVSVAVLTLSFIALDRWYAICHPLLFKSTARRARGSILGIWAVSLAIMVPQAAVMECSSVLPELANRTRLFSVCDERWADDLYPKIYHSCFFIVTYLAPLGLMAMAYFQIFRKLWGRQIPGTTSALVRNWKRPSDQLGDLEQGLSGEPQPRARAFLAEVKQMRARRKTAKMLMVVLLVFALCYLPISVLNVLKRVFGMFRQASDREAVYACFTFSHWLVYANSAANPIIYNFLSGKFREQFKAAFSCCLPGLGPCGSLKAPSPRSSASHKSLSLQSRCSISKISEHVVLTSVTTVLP
STK33 inh: blocks human STK33 kinase activity; purified STK33, MBP phosphorylation, ADP-Glo luminescence; Q9BYT3; inhibition, % at 10 µM; AID 2661; 0.073% of 320,000 active;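 active means inhibition at or above 25%, using the most active replicate where run in duplicate; inactive means inhibition below 25%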
Target sequence (Q9BYT3 whole entry, looked up): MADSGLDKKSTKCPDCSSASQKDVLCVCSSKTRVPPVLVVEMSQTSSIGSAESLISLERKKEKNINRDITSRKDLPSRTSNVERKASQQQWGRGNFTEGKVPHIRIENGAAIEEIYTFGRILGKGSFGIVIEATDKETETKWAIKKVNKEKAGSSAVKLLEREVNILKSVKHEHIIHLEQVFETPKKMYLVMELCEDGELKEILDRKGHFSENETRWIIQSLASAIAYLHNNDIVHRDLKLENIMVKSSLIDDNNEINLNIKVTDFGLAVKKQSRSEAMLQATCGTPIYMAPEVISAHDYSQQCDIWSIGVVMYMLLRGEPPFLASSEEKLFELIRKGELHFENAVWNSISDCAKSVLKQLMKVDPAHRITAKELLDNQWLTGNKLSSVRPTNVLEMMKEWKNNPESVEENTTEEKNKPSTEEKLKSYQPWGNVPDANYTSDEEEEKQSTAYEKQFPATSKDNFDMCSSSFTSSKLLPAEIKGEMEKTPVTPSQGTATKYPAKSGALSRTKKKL
* = called active by the depositor; . = no result given.

Sequence of screens: STK33 inh	OX1R antag
1	O=C(O)c1ccc(COc2ccccc2/C=C2\NC(=O)N(Cc3ccccc3)C2=O)cc1
  -0.2	21
2	O=C(c1cc(-c2ccncc2)nc2ccc(Br)cc12)N1CCN(c2ccccn2)CC1
  -0.3	37
3	Brc1ccc2[nH]c3c(N4CCc5ccccc5C4)ncnc3c2c1
  -3.4	13
4	COCCNc1nc(N)c([N+](=O)[O-])c(NC2CCCCC2)n1
  1.1	18
5	Cc1ccc(NC2=C(Cl)C(=O)OC2OC(=O)c2ccco2)cc1 (stereo unspecified)
  -1.7	22
6	CCCOc1ccc2oc(=O)c3c(c2c1)CCCN3C(=O)CN1CCc2ccccc2C1
  -1.4	19
7	CC(=O)N1CCN(C(=S)c2ccc(N(C)C)cc2)CC1
  -0.1	14
8	C[C@H]1CN([C@@H](C)CO)C(=O)c2cccc(NC(=O)C3CC3)c2O[C@H]1CN(C)Cc1ccc(C(F)(F)F)cc1
  -1.3	10
9	CC(C)C(=O)Nc1cc2c(cc1C(=O)c1ccccc1)OCCO2
  -1.1	21
10	COc1ccc(C(C)(C)C)cc1NC(=O)COC(=O)c1cc(SC)ccc1Cl
  -0.5	19
11	Cn1c(NCc2ccco2)nc2c1c(=O)n(Cc1ccc(Cl)cc1)c(=O)n2C
  1.0	17
12	CSc1nc(=NC(C)=O)ss1
  0.7	12
13	C=CCc1c(C)nc(-c2ccccc2)nc1N/N=C(\C)c1ccc(N)cc1
  -0.3	31
14	O=c1[nH]c(NCCO)nnc1Cc1ccccc1
  -0.7	-4
15	O=C1CC(c2ccco2)CC(O)=C1C=NCC1NCCc2ccccc21 (stereo unspecified)
  0.5	13
16	CCOc1cccc2sc(NC(=O)c3ccc(Br)s3)nc12
  -1.0	25
17	NC(=O)C1CCN(C(=O)CCC(=O)c2ccc(Br)cc2)CC1
  0.0	6
18	Cc1cccc(NC(=O)c2c(-c3ccccc3)noc2C)n1
  1.5	1
19	O=C1CCCC2=C1C(c1ccccc1O)C1=C(CCCC1=O)O2
  1.6	11
20	COc1ccc(OCCC(=O)OCC(=O)NCc2ccc(F)cc2)cc1
  1.2	21
21	O=C(Oc1ccc(OC(=O)N2CCCCC2)cc1)N1CCCCC1
  -0.5	8
22	C=CCn1c(-c2cccs2)nc2ccccc21
  2.0	52
23	O=C(CSc1nnc(-c2cccc(S(=O)(=O)N3CCCC3)c2)n1-c1ccccc1)Nc1cccc(C(=O)O)c1
  -0.7	0
24	CNc1nc(SC)nc(N2CCOCC2)n1
  -2.4	13
25	O=C(CNC(=O)c1cccc(F)c1)OCc1cc(=O)n2cc(Br)ccc2n1
  -0.3	44
26	O=C(OCC(=O)N(C1CCCCC1)C1CCCCC1)c1cnccn1
  -0.3	9
27	O=C1C=C(c2cc3ccccc3s2)CCC1
  2.9	40
28	O=C(NCC1CCCO1)c1sc2ccccc2c1Cl (stereo unspecified)
  1.4	14
29	Cc1ccccc1NC(=O)c1oc(=O)c2ccccc2c1-c1ccccc1
  0.3	5
30	Cc1ccc(-c2cc([C@H]3[C@H]4C=CC[C@@H](C)[C@@H]4C(=O)N3Cc3ccccc3)ccc2F)cc1
  -1.5	14
31	N/C(=N\OC(=O)Cc1ccc(-c2ccccc2)cc1)c1cccnc1
  -0.2	0
32	Cc1ccc(-c2nnc(-c3ccncc3)n2-c2ccc(C)cc2)cc1
  -1.5	6
33	O=c1c2ccccc2n2c(-c3ccc(C(F)(F)F)cc3)nnc2n1Cc1ccccc1
  -0.9	10
34	CN(C[C@H](Cc1ccccc1)N(C[C@H](Cc1ccccc1)N(CCC(C)(C)C)N=O)N=O)N=O
  -0.3	16
35	O=C(NCC(c1cccs1)N1CCOCC1)c1ccco1 (stereo unspecified)
  -1.4	17
36	COc1c(F)c(F)c(C(=O)Nc2ccc(NC(=O)c3ccco3)cc2)c(F)c1F
  -3.8	28
37	Cc1ccc(CNC(=O)COC(=O)[C@@H]2CC(O)CN2S(=O)(=O)c2ccc3c(c2)OCCO3)cc1 (stereo partly specified)
  -0.9	21
38	Cn1cccc1/C=C(/C#N)C(N)=S
  .	22
39	CCCCC(=O)N1C/C=C\C(c2ccc(OC)cc2)N(Cc2ccc(F)cc2)C(=O)C1 (stereo unspecified)
  -2.8	35
40	COCn1c(=O)c2c(nc(SC3=NCCS3)n2Cc2ccccc2C)n(COC)c1=O
  -0.5	24
41	CCC(=O)N1CCc2cc(S(=O)(=O)NCCC(=O)NC3CCCc4ccccc43)ccc21 (stereo unspecified)
  0.1	23
42	CC(=O)Nc1ccc(S(=O)(=O)NCC(=O)NNC(=O)COc2ccccc2Cl)cc1
  .	22
43	O=C(N/N=C/c1cc(Br)cc(Br)c1O)c1ccncc1
  0.2	42
44	O=C(COC(=O)/C=C/c1ccccc1Cl)NCCc1ccc(Cl)cc1Cl
  0.6	2
45	COc1ccc(C2Cc3ccccc3C(=O)O2)cc1 (stereo unspecified)
  0.2	14
46	CCCCC(=O)Nc1cccc(-c2csc(-c3ccccc3)n2)c1
  -0.6	13
47	CCc1ccc(NC(=O)N(Cc2cccnc2)Cc2ccco2)cc1
  0.3	3
48	CC(NC(=O)CC1Sc2ccccc2NC1=O)c1ccccc1 (stereo unspecified)
  0.1	19
49	Cc1nc(-c2ccc(F)cc2)c(CC(=O)N2CCN(S(=O)(=O)c3cccc(F)c3)CC2)s1
  0.5	11
50	CCN(c1ccc(C)c(C)c1)S(=O)(=O)c1ccc2c(c1)CCN2C(=O)CCC(=O)O
  -0.5	6
51	COc1ccc2oc(=O)c(-c3csc(Nc4cccc(O)c4)n3)cc2c1
  2.6	24
52	O=S1(=O)N=CN(Cc2cccc(F)c2)c2ccccc21
  -0.1	27
53	CC(C)C(C)(C#N)NC(=O)CN1C(=O)NC2(CCCc3ccccc32)C1=O (stereo unspecified)
  0.5	0
54	O=C(COC(=O)c1cc(-c2ccco2)nc2ccccc12)NCc1ccc2c(c1)OCO2
  1.7	30
55	Cc1ccc(CN(C(=O)COc2ccc(Br)cc2)C2CCS(=O)(=O)C2)o1 (stereo unspecified)
  -0.9	13
56	CCC(Oc1ccc(C)cc1)C(=O)Nc1ccc(S(=O)(=O)Nc2nccs2)cc1 (stereo unspecified)
  -3.7	1
57	N#CCCSCc1ccc2oc(C(=O)O)cc2c1
  0.8	0
58	CN1CCN(C2=Nc3cc(F)ccc3Cc3ccccc32)CC1
  -2.4	18
59	O=C(/C=C/c1c[nH]c2ccccc12)c1ccccc1
  1.7	53
60	O=C1CC(=O)N(CCc2ccc(F)cc2)C(=O)N1
  0.9	22

(continued)
Sequence of screens: STK33 inh	OX1R antag
61	CN(C1CCS(=O)(=O)C1)S(=O)C12CC3CC(CC(C3)C1)C2 (stereo unspecified)
  -0.6	6
62	Cc1ccccc1OCc1nc2ccccc2c(=O)n1/N=C/c1cn[nH]c1-c1ccc(Br)cc1
  -1.2	23
63	COc1cccc(Nc2nc(N)nc(CCl)n2)c1
  0.2	-4
64	Cc1ccc(-c2nc3ncccc3o2)cc1NC(=S)NC(=O)c1ccco1
  -1.8	5
65	Cc1cc(N2CCOCC2)n2ncc(-c3ccccc3Cl)c2n1
  -1.1	.
66	CCC(C)(C)NC(=O)c1ccc2c(c1)OCCO2
  -0.5	9
67	Cc1cc(F)ccc1NC(=O)CCc1ccc(S(=O)(=O)N2CCOCC2)cc1
  -3.2	-5
68	Cc1ccc(S(=O)(=O)N2CCN(Cc3cccc(F)c3)CC2)cc1
  -0.4	6
69	Cc1cc(C)cc(N(CC(=O)NC2CCCCC2)C(=O)CNC(=O)c2ccco2)c1
  -0.8	18
70	O=C(Nc1cc([N+](=O)[O-])ccc1F)C1CC1
  -0.5	29
71	CCCc1cc(=O)[nH]c(SCC(=O)Nc2ccc(OC(F)F)cc2)n1
  -2.6	24
72	C=CCNC(=S)NC1CC(C)(C)NC(C)(C)C1
  -1.6	15
73	CCc1ccc(-c2cc(C)no2)cc1S(=O)(=O)N1CCN(c2ccc(OC)cc2)CC1
  -1.1	8
74	CN1C(C(=O)NCc2ccc(OC(F)(F)F)cc2)CC2Cn3c(nc4ccccc43)C21 (stereo unspecified)
  0.0	25
75	COc1cc(C(=O)NCCN2C(=O)S/C(=C\c3ccc(F)cc3)C2=O)ccc1OCC(=O)N1CCOCC1
  -1.6	8
76	O=C(O)C[C@H]1c2ccccc2S(=O)(=O)N1C1CCCCC1
  -1.2	15
77	O=C(CN(Cc1ccccc1Cl)C(=O)c1ccc(CN2CCOCC2)o1)NCc1ccccc1
  -0.4	6
78	COc1ccc(NC(=O)c2cc(-c3ccccc3)on2)cc1
  -2.9	7
79	CCOC(=O)/C=C1\SCC(=O)N1CC(=O)c1ccc[nH]1
  -2.1	5
80	FC(F)(F)c1cc(-c2ccco2)nc(-n2cnc3ccccc32)n1
  -1.1	5
81	CC(=O)c1nn(-c2ccc(Br)cc2)cc1C(=O)c1ccccc1
  -1.1	13
82	CSc1ccccc1C(=O)NCc1ccccc1
  -1.9	5
83	O=S(=O)(c1cccc(-c2nc3n(n2)Cc2ccccc2-3)c1)N1CCCCC1
  -0.8	18
84	Cc1nn(C)cc1CN(C)C(=O)CC12CC3CC(CC(C3)C1)C2
  1.7	15
85	Cc1ccc(CS(=O)(=O)Cc2ccc(C(=O)NCCCN3CCOCC3)o2)cc1
  -0.5	1
86	CC(C)CCOCC(=O)Nc1cccc(C(=O)O)c1
  0.1	4
87	CN(C)c1ccc(P(=O)(Nc2ccccc2)N2CCOCC2)c(NC(=O)c2cccs2)c1 (stereo unspecified)
  -3.1	4
88	COC(=O)c1nn(-c2ccc(OC)cc2)c(=O)cc1Oc1ccccc1
  -1.0	2
89	COc1ccc(OC)c(NC(=O)CCNS(=O)(=O)c2cccc3nsnc23)c1
  -1.6	46
90	O=C(Nc1ccc(Cl)cc1)Nc1nc(-c2ccccc2)cs1
  -0.3	2
91	O=C(c1cc(C2CC2)nc2ccc(Br)cc12)N1N=C(C(F)F)CC1(O)C(F)F (stereo unspecified)
  0.5	19
92	COc1ccc(-c2nc(NC(=O)c3ccccc3)sc2-c2ccc([N+](=O)[O-])cc2)cc1
  -0.9	5
93	O=C(COC(=O)c1ccc[nH]c1=O)NCC1CCCO1 (stereo unspecified)
  -0.4	11
94	C/C(=N\NC(=O)COc1ccc(C(C)(C)C)cc1)c1ccc(OC(F)F)cc1
  .	6
95	C(=N/n1c2ccccc2c2ccccc21)/c1ccco1
  0.8	7
96	Cc1[nH]c2ccc(Br)cc2c(=O)c1CN1CCOCC1
  0.0	16
97	CN(C)S(=O)(=O)c1ccc(Cl)c(-c2nnc3n2CCCCC3)c1
  -1.8	9
98	O=C(O)C(Oc1ccc2c(c1)oc(=O)c1ccccc12)c1ccccc1 (stereo unspecified)
  -0.3	7
99	CC(C)(C)OC(=O)N1CCCN(C(=O)Nc2ccccc2)CC1
  -1.8	8
100	COc1ccc(S(=O)(=O)Nc2cccc3c2O[C@H](CN(C)Cc2ccc(-c4ccccc4)cc2)[C@@H](C)CN([C@H](C)CO)C3=O)cc1
  -1.1	4
101	COC(=O)CCN(C1CCCCC1)S(=O)(=O)c1ccc(S(=O)(=O)N2CCCCC2)cc1
  3.0	2
102	CCN(CC)C(=O)CN1C(=O)C2CC=C(Cl)CC2C1=O (stereo unspecified)
  -0.7	8
103	COc1ccc(NC(=O)CCC2CCCCC2)cc1S(=O)(=O)N1CCCCC1
  0.5	19
104	COc1ccc(NC(=O)c2ccc(N3CCCC3=O)cc2)cc1Cl
  -2.0	10
105	O=C(CN1C(=O)COc2ccccc21)N(Cc1ccccc1)Cc1ccccn1
  -0.4	3
106	COc1ccc(NC(=O)CSCC(=O)Nc2ccccc2N2CCCCC2)cc1
  .	36*
107	CC(C)CNC(=O)COC(=O)c1ccccc1OCC(=O)Nc1ccc(Br)cc1
  -1.1	3
108	COc1ccc(-c2cc(C(=O)Nc3ccc(OC)cc3OC)no2)cc1
  0.4	-3
109	CN1CCN(C(=O)C2(NC(=O)NCc3ccccc3)CCCCC2)CC1
  -1.6	-1
110	O=S(=O)(NC1CCc2ccccc21)c1ccc(S(=O)(=O)N2CCCC2)cc1 (stereo unspecified)
  0.0	6
111	CCCCCCCC(=O)N1CCN(c2cc3c(cc2F)c(=O)c(C(=O)O)cn3CC)CC1
  -0.3	.
112	Cc1ccc(-c2cc(C(=O)NCc3ccccn3)c3ccccc3n2)cc1C
  3.9	43
